# p97 ATPase inh: inhibitors of human p97 ATPase, primary screen, biochemical | Transitional endoplasmic reticulum ATPase (Homo sapiens), P55072 | recombinant p97 ATPase, Kinase-Glo ATP luminescence, 3 h | inhibition, % at 8 µM | actives 0.42% (n = 220,000) | AID 1481, 2009; in the data active = inhibition above about 15%;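 also: 0% = DMSO vehicle and 100% = wells lacking enzyme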
# Target sequence (P55072 whole entry, looked up): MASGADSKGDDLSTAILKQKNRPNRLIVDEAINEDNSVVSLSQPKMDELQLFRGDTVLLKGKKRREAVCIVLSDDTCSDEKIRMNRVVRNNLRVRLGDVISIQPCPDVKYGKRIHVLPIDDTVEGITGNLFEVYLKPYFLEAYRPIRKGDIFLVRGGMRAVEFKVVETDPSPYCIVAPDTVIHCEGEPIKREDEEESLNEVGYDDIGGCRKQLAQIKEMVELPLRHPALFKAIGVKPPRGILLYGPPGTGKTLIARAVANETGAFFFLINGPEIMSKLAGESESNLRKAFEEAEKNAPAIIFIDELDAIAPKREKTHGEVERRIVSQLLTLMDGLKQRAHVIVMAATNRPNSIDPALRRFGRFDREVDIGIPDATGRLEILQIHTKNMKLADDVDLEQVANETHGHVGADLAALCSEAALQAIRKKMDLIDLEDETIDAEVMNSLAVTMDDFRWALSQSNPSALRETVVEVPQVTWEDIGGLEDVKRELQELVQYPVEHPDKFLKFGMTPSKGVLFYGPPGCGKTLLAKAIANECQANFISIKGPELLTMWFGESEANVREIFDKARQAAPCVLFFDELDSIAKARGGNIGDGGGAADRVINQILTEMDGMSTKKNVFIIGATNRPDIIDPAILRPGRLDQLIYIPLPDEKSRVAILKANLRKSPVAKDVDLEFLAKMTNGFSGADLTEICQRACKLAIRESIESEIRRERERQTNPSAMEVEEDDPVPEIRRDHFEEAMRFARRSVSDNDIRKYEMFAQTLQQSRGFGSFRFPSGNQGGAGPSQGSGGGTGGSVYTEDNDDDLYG
# EP2 antag: human EP2 receptor antagonists, primary screen, TR-FRET cAMP, C6 glioma cells. Prostaglandin E2 receptor EP2 subtype (Homo sapiens), P43116. C6 glioma cells expressing human EP2; cells stimulated with saturating PGE2. inhibition, % at 25 µM. actives 0.52% (n = 260,000). AID 1422, 2008;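 active = percent inhibition above 40 after rounding to a whole number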;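 also: rat C6 glioma host cells with rolipram phosphodiesterase inhibitor present; the protocol text gives 20 µM as final concentration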
# NCF1 inh: p47phox/p22phox peptide binding inhibitors, primary screen, biochemical, uHTS, NADPH oxidase regulatory subunit. Neutrophil cytosol factor 1 (Homo sapiens), P14598. inhibition, % at 24.7 µM. AID 1274, 2008. actives 0.53% (n = 220,000). fluorescence polarization, 2 h;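 active = inhibition above about 30%, limit read from the data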;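 also: 0% = p47phox with labelled peptide and 100% = labelled peptide alone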
# Furin inhibitor: human furin inhibitors, primary screen, biochemical, fluorescence intensity. actives 0.061% (n = 220,000). purified furin, fluorogenic substrate cleavage. P09958. inhibition, % at 30 µM; in the data active = inhibition above about 25%; also: inactives centre near -15
# PPC-1+TRAIL kill: compounds killing PPC-1 cancer cells with TRAIL present, primary screen, TRAIL potentiator project, ATPLite luminescence, uHTS | PPC-1 cells + TRAIL, ATPLite viability luminescence | cell killing (% activity), % at 4 µM | actives 0.41% (n = 220,000) | AID 1443, 2008;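 active = cell killing above 50% in the first pass at 4 µM, then a duplicate retest at 5 µM averaging 50% or more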;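 also: plate controls were cells with TRAIL plus DMSO for no effect and medium-only wells lacking cells for full effect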
# BaF3 parental: parental Ba/F3 cell viability inhibition, counter-screen for JAK2V617F inhibitor project, murine pro-B, CellTiter-Glo luminescence; CellTiter-Glo ATP luminescence; inhibition, % at 5.6 µM; actives 1.1% (n = 220,000); AID 1486, 2009;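 active = inhibition above a per-campaign cutoff, the mean inhibition of all tested compounds plus 3 SD, cut at about 27% in these data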;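 also: 0% = DMSO wells and 100% = JAK Inhibitor I control wells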
# Ba/F3 V617F tox: reduced viability of JAK2V617F-dependent Ba/F3 cells, primary screen, JAK2V617F inhibitor project, cell-based, Ba/F3 EpoR-JAK2V617F, luminescence; inhibition, % at 5.6 µM; actives 1.1% (n = 220,000); ATP luminescence;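 active = inhibition above the campaign mean plus 3 SD over all tested compounds, cut at about 24% in these data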;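 also: cytokine-independent growth of Ba/F3 cells driven by EpoR plus mutant JAK2; 0% = DMSO-treated cells and 100% = JAK inhibitor I control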
# TbHK1 inh: Trypanosoma brucei hexokinase 1 inhibitors, primary screen, biochemical, G6PDH-coupled NADH absorbance, MLSCN library; recombinant TbHK1, G6PDH-coupled NADH A340; AID 1430, 2008; inhibition, % at 10 µM; actives 0.11% (n = 220,000); hexokinase 1 [Trypanosoma brucei];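 active = inhibition of 50% or more in the single-dose primary screen; inactive = inhibition below 50%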
# RBBP9 inh: human RBBP9 inhibitors, primary screen, biochemical, fluorescence polarization, FP-Rh probe, HTS. Serine hydrolase RBBP9 (Homo sapiens), O75884. recombinant RBBP9. inhibition, % at 7.94 µM. actives 0.2% (n = 220,000);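 active = inhibition above the campaign mean of all tested compounds plus 3 SD, cut at about 14% in these data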;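 also: plate controls were DMSO wells with RBBP9 for no effect and wells lacking RBBP9 protein for full effect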
# Target sequence (O75884 whole entry, looked up): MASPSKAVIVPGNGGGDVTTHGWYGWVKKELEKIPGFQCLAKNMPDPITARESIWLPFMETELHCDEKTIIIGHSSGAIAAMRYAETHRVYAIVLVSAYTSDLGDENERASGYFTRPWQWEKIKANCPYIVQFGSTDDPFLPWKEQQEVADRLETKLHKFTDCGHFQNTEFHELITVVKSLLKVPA
#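 Measured by: FP readout at 525/598 nm; material: recombinant human RBBP9; also added: Serine-hydrolase probe FP-Rh, 375 nM pre-mixing; medium: Tris buffer pH 8.0, NaCl, Pluronic; replication: one well per compound; doses: one concentration, 7.94 µM nominal, 0.794% DMSO; timing: preincubation 30 min plus labeling 45 min at 25 °C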
# Starred values were filed as active, the others as inactive; · = no result given; & = joins results of further samples; [ ] = remark or other dose. Not all compounds are listed, so the mix of outcomes need not match the whole.
SMILES,p97 ATPase inh,EP2 antag,NCF1 inh,Furin inhibitor,PPC-1+TRAIL kill,BaF3 parental,Ba/F3 V617F tox,TbHK1 inh,RBBP9 inh
Cc1cc2oc(=O)cc(CSc3nc(N)cc(N)n3)c2cc1C,6,14,-18,-12[20 µM],-4,4,-1,-18,-3
C=CCN1C(=O)C(Cc2ccc(OC)cc2)SC1=Nc1ccc(C(=O)O)cc1 (stereo not given),2,4,-5,2,-18,-1,-3,22,-3
Cc1ccc(S(=O)(=O)NCCC(=O)Nc2nnc(C3CC3)s2)cc1C,-7,12,-6,-6,16,7,3,6,-14
O=C(COC(=O)/C=C/c1cccc(C(F)(F)F)c1)Nc1cccc2ccccc12,2,3,-17,-12,22,1,-4,16,-1
O=C(O)CC(NC(=O)C12CC3CC(CC(C3)C1)C2)c1cccc([N+](=O)[O-])c1 (stereo not given),5,7,2,-5,-2,4,-2,-3,0
Cc1ccc(Oc2cc(NC(=O)CCCn3nc(C)c([N+](=O)[O-])c3C)cc([N+](=O)[O-])c2)cc1,5,7,-6,-5,0,5,-1,9,0
COC(=O)c1cccc(NC(=S)Nc2cc(Cl)ccc2OC)c1,2,7,-10,-25,33,4,1,-7,-9
COc1cccc(C(=O)NCC(=O)OCC(=O)c2ccccc2)c1,-1,5,-8,-5,22,2,0,3,-5
Cc1ccccc1Nc1c(N)c(=O)oc2ccccc12,3,10,-2,-8[20 µM],6,-1,0,-19,-9
COc1ccc(C2C(C#N)=C(C)NC3=C2C(=O)CC(C)(C)C3)cc1 (stereo not given),2,12,5,-24[20 µM],1,4,-5,-11,1
CCn1c(SCC(=O)Nc2ccc3c(c2)c2ccccc2n3CC)nnc1-c1cnccn1,12,8,-17,-17,-9,7,-1,-12,-6
Cc1cccc(NC(=O)CN2CCC(NC(=O)C3CCCCC3)CC2)c1C,2,8,-1,-28,1,3,-2,0,-11
COCCCC/C(=N\OCCN)c1ccc(C(F)(F)F)cc1,-7&3,21&17&18&14,-7&4&-1,-18&-22,36&27&4,9&6,7&-5,8&9,-7&-2
COCC(C)n1c(C)cc(C(=O)Cn2c(=O)oc3ccccc32)c1C (stereo not given),3,·,-7,1,-29,4,3,-5,-7
COc1ccc(NC(=O)c2cccnc2Cl)c(S(=O)(=O)N2CCOCC2)c1,-7,5,-9,-9[20 µM],9,8,3,5,-13
C=CCNC(=O)c1onc(CSc2cccc(OC)c2)c1C(=O)NCC=C,·,10,-15,-30,-8,·,·,-5,·
COc1ccc(N2CC(NC(=O)N3CCN(c4ccccc4)CC3)CC2=O)cc1 (stereo not given),0,7,1,-18,34,0,-1,-5,-5
Cc1nc2sc(C(c3ccco3)N3CCOCC3)c(O)n2n1 (stereo not given),2,10,-21,-9[20 µM],-6,0,-1,-10,7
CC(=O)c1c(C)oc2ccc(N(C(C)=O)S(=O)(=O)c3cccc4cccnc34)cc12,4,7,-8,-13,14,37*,27*,-7,0
Cc1cc(NC(=O)COC(=O)c2c(C)nn(-c3ccccc3)c2C)no1,-3,10,-11,-7,23,2,1,8,-8
Cc1nc[nH]c(=O)c1Br,2,7,15,-10,-10,1,-2,4,-4
COc1ccc([N+](=O)[O-])cc1/C=N/NC(=O)CNC(=O)c1cccc(F)c1,1,8,-27,-28,7,6,0,18,-4
COc1ccc(-c2nnc(SCC(=O)c3cccs3)n2-c2ccc(Cl)cc2)cc1,-1,7,-11,-14,27,1,-1,-2,-5
COc1ccc([N+](=O)[O-])cc1/C=N/NC(=O)Cc1ccccc1,-3,5,-3,-21,16,8,3,-11,-4
CC1(C)C(=O)NCCN1C(=O)CCC(=O)O,-2,3&-2,11,-10[20 µM],8,7,5,5,5
COc1ccc(S(=O)(=O)N2CCc3ccccc3C2)cc1OC,-7,5,-4,-12[20 µM],11,1,1,-1,-7
COc1ccc(-n2c(=O)c3c4c(sc3n3c(C)nnc23)CC(C)CC4)cc1 (stereo not given),-4,·,·,-15[20 µM],·,1,-3,-4,-2
Cc1cc(C)n2nc(C(=O)Nc3ccc4c(c3)OCO4)nc2n1,3,17,2,-15[20 µM],37,7,2,-6,4
CC(C)[C@H]1C=C(C(=O)O)O[C@@H](OCCCCO)C1,·,19,-20,-23,12,·,·,2,·
CNNC(=S)Nc1cccc(SC)c1,1,9,-12,-6,23,0,3,-6,-5
COc1ccc(NC(=O)CN2CCCN(S(=O)(=O)c3ccc(F)cc3)CC2)c(OC)c1,-3,8,-8,-19,21,9,6,8,-10
Cc1cccc(C)c1OCC(O)Cn1ccnc1C (stereo not given),·,10,-15,-27,-31,·,·,11,·
COc1cccc(NC(=O)c2ncc(Cl)c(Cl)c2Cl)c1,-10,0,-16,-12,-7,2,2,0,-5
Cc1cc[n+](-c2nc3ccccc3nc2[N-]S(=O)(=O)c2ccccc2)cc1,5,5,-8,-10,-4,5,-1,-4,-6
COc1cccc(OCC(=O)Nc2ccccc2NC(C)=O)c1,1,·,-42,-17,-1,-2,-1,-3,-4
Cc1nnc(SCC(=O)Nc2c(C)n(C)n(-c3ccccc3)c2=O)n1Cc1ccccc1,-2,7,3,-16,4,0,0,-11,-8
CCCC(=O)N/N=C1\CS(=O)(=O)N(C)c2ccsc21,5,1,6,-13,23,5,1,-26,-7
COc1cc2c(cc1OC)C(c1ccco1)CC(=O)N2 (stereo not given),2,9,4,-33,-6,9,1,1,-5
O=C(NC(=S)N1CCN(c2ccc([N+](=O)[O-])cc2)CC1)c1ccccc1F,4,10,-10,-20,53*,-2,-3,2,-2
O=C(O)C1CCN(c2ccc(Cl)nn2)CC1,6,12,-6,-36,22,2,-1,0,7
COC(=O)c1cc(Br)c(N)cc1OC,1,3,-1,-6,4,7,2,10,-2
CCC(c1nnnn1C(C)C)N1CCN(C2CCCC2)CC1 (stereo not given),-6,10&5,-4,-24,-2,-2,-1,-9,-2
N#Cc1cccc(N=c2ssnc2Cl)c1,2,11,23,1,-29,10,8,35,-4
CC(=O)c1cccc(NC(=O)CCNS(=O)(=O)c2cccc3nonc23)c1,1,13,-4,-19,8,4,0,-9,0
CC(Cc1ccccc1)C(=O)NCc1ccccn1 (stereo not given),2,9,-13,-19,2,4,-1,-5,-6
COc1ccc(C(=O)C2CCCN(Cc3cnc(N4CCOCC4)s3)C2)cc1F (stereo not given),0,9,-14,-5,17,-1,-2,-10,-2
FC(F)(F)c1ccc(N=Cc2sc(N3CCOCC3)nc2-c2ccccc2)cc1,0,46*,0,-12,21,6,5,-22,4
COc1ccc(CCn2c(-c3cc([N+](=O)[O-])cc([N+](=O)[O-])c3)nc3nc4ccccc4nc32)cc1OC,1,4,6,-9,16,4,0,-18,-9
CCN(c1ccccc1)S(=O)(=O)c1ccc(C(C(=O)OC)C(=O)OC)c([N+](=O)[O-])c1,-2,22,0,-28,-4,3,4,-10,-3
Cc1onc(-c2c(Cl)cccc2Cl)c1NC(=O)NNc1ccccc1,3,6,-15,-17,19,1,2,-2,3
# Additional records follow.
SMILES,p97 ATPase inh,EP2 antag,NCF1 inh,Furin inhibitor,PPC-1+TRAIL kill,BaF3 parental,Ba/F3 V617F tox,TbHK1 inh,RBBP9 inh
CCOC(=O)c1cnc(SCC(=O)Nc2cc(OC)ccc2OC)nc1N,-2,11,-10,-13[20 µM],20,4,0,-6,-6
Cc1nnc(OC(C)C)c2nn(-c3ccccc3F)c(C)c12,3,7,-7,-4[20 µM],14,3,-2,-1,-3
CCOC(=O)c1cn2nc(Oc3ccc(NC(C)=O)cc3)ccc2n1,-4,8,-7,-23,1,-1,0,30,-12
O=C(Cn1nnc(-c2cccs2)n1)N1CCc2ccccc2C1,-4,2,-9,-19,-8,3,3,-2,-5
CCOC(=O)N1CCN(C(=O)c2c(O)c3cccc4c3n(c2=O)CC4)CC1,3,11,-1,-26,-2,1,-3,1,-7
Fc1ccccc1/C=C1\CCCC2=C1NC(=S)NC2c1ccccc1F (stereo not given),3,13,-9,-14,16,9,1,4,-8
CN(C)c1ccc(NC(=O)c2cc3c(=O)n4ccccc4nc3n2C)cc1,3,2,·,10[20 µM],·,5,-5,-15,0
COc1ccc(C(=O)OCc2csc(C)n2)c(O)c1,-4,12,13,-6,-3,4,1,4,-3
CSc1ccccc1NC(=O)c1ccc(Cl)s1,4,8,-12,-16[20 µM],16,3,-1,16,-7
Nc1ccc(Cl)c[n+]1Cc1cccc2cccnc12,2,3,-5,-23,9,-5,-5,-9,-5
CNC(=O)COC(=O)c1cc2c(C)nn(-c3ccc(F)cc3)c2s1,0,6,-9,-19[20 µM],10,6,-1,-2,-11
CCc1nc(SCC(=O)Nc2ccc(N(C)C)cc2)c2ccccc2n1,3,8,0,-20,9,-2,-2,-12,0
Cc1nc(-c2ccc(S(=O)(=O)NCC3CCN(C(=O)OC(C)(C)C)CC3)s2)cs1,-6,11,-16,-15,21,3,0,-2,-8
C=CCn1c(Oc2ccc(C(=O)OC)cc2)nc2c1c(=O)n(C)c(=O)n2C,0,14,-69,-25[20 µM],9,4,-1,-5,-1
O=c1nc(/C=C/c2cccn2-c2ccc([N+](=O)[O-])cc2)cc(C(F)(F)F)[nH]1,-1,7,-5,-16,9,5,2,15,-3
Cc1cc(Br)ccc1S(=O)(=O)n1ccnc1C,0,6,0,-18,48,7,1,-12,-5
CC(C)c1ccc(NS(=O)(=O)c2cn(C)c(=O)n(C)c2=O)cc1,0,6,-18,-25,4,3,-1,-5,-7
COCCCNC(=O)CN(CCc1ccccc1)S(=O)(=O)c1ccc(C)cc1,0,3,5,-30,16,3,-2,-2,1
O=C(NC1CCCC1)c1ccc(CNc2c(N3CCOCC3)c(=O)c2=O)cc1,2,7,5,-28,11,5,-2,9,-1
Cc1ccccc1N1CCN(C2=NC(=O)/C(=C\c3cccs3)S2)CC1,2,12,-53,-7,-9,9,2,-6,-1
Cc1cc(C)c(C(=O)CSc2nnc(N)s2)cc1C,-1,10,-9,-21,-3,-4,-4,-11,2
CCOc1ccc(C(=O)NC(=S)Nc2cccc(NC(=O)c3ccco3)c2)cc1[N+](=O)[O-],4,6,-2,-19,-7,1,-2,-6,-5
CC(=O)Nc1ccc2nc(NC(=O)COc3ccccc3Cl)sc2c1,2,19&7,-11,-34,-4,7,-1,0,-9

# One compound at a time, from the list above.
# `Cc1cc(C)c(C(=O)CSc2nnc(N)s2)cc1C` is listed with p97 ATPase inh = -1; EP2 antag = 10; NCF1 inh = -9; Furin inhibitor = -21; PPC-1+TRAIL kill = -3; BaF3 parental = -4; Ba/F3 V617F tox = -4; TbHK1 inh = -11; RBBP9 inh = 2
# `O=C(NC1CCCC1)c1ccc(CNc2c(N3CCOCC3)c(=O)c2=O)cc1` is listed with p97 ATPase inh = 2; EP2 antag = 7; NCF1 inh = 5; Furin inhibitor = -28; PPC-1+TRAIL kill = 11; BaF3 parental = 5; Ba/F3 V617F tox = -2; TbHK1 inh = 9; RBBP9 inh = -1

# Compound activity from PubChem BioAssay.
